# influenza NS1A = NS1A inhibition, H1N1 influenza, cell based functional assay (AID 504329); NS1A functional cell-based assay, percent inhibition; higher % means a stronger effect; one-dose inhibition, % at 12.5 µM; IC50 in µM for titrated hits; 340,000 tested, 0.3% active; in the data active means a potency from the dose series; inconclusive means inhibition above about 27% without an active follow-up result; further: strong numbers were not always called active
# Salmonella PhoP GFP = Inhibition of PhoP regulon, Salmonella typhi GFP reporter cells, confirmation, 4 h (AID 1850); inhibition, % at 50 µM, or IC50 in µM where a hit was titrated; Salmonella Typhi PhoP-promoter GFP reporter, fluorescence, 4 h; higher % means a stronger effect; 310,000 tested, 0.33% active; in the data active means a potency from the dose series; inconclusive means inhibition mostly from about 25% at the one dose, without a potency; inactive means the rest, 99 in 100 with inhibition below about 19%;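 further: 0% = induced wells with vehicle and 100% = uninduced wells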
# H37Rv inhibition = M. tuberculosis growth inhibition, HTS (AID 449762) | M. tuberculosis H37Rv growth inhibition, 7H9 media; higher % means a stronger effect | inhibition, % at 25 µM; hits with a dose series show IC50 in µM | 330,000 tested, 0.59% active; in the data active means a potency from the dose series; inconclusive means inhibition above about 70% without an active follow-up result;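 further: bacterial growth assessed after seven days of incubation; strong numbers were not always called active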
# inhibitors of VEEV = inhibitors of VEEV TC-83 cytopathic effect, confirmation, Vero cells (AID 588727). inhibition, % at 20 µM; hits with a dose series show IC50 in µM. Vero cells, VEEV TC-83 cytopathic effect inhibition; higher % means a stronger effect. 350,000 tested, 0.13% active; in the data active means a potency from the dose series; inconclusive means inhibition mostly from about 14% at the one dose, without a potency; inactive means the rest, 99 in 100 with inhibition below about 12%; further: strong numbers were not always called active
# M. tuberculosis = growth inhibition of non-replicating M. tuberculosis (AID 488890); Mycobacterium tuberculosis non-replicating, growth inhibition; higher % means a stronger effect; inhibition, % at 25 µM, or IC50 in µM where a hit was titrated; 320,000 tested, 0.39% active; in the data active means a potency from the dose series; inconclusive means inhibition mostly from about 82% at the one dose, without a potency; inactive means the rest, 99 in 100 with inhibition below about 76%;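 further: plate controls were DMSO cells for no effect and high antibiotic wells for full effect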
# inhibitors of VEEV 10K pilot screen = recorded beside inhibitors of VEEV, whose call it bears; inhibition, %; measured here: 10K pilot screen inhibition
# The depositor's hits bear a star; i = inactive; ? = inconclusive; . = no result given.
SMILES,influenza NS1A,Salmonella PhoP GFP,H37Rv inhibition,inhibitors of VEEV,M. tuberculosis,others
CCOc1ccccc1/C=C(/NC(=O)c1ccccc1)C(=O)NCC(=O)O,16%,-3%,0%,i,-4%,
Cc1ccc(-c2nnc(Nc3ccc(CC(N)=O)cc3)c3ccccc23)cc1S(=O)(=O)NCC1CCCO1 (configuration not stated),-6%,8%,-5%,i,12%,
CSCCNC(C)=O,.,-8%,0%,.,14%,
COc1ccc(NC(=O)N2C[C@@H]3C[C@@H](C2)c2cccc(=O)n2C3)c(OC)c1,6%,-3%,-8%,0.2%,-14%,
Cc1ccc(-c2noc(-c3ccccc3Br)n2)cc1,-8%,-11%,4%,3.0%,7%,
Cc1oc(-c2ccccc2F)nc1CS(=O)(=O)CC(=O)N1CCN(c2ccccc2)CC1,8%,-3%,-5%,5.5%,1%,
CSCCC1NC(=O)NC1=O (configuration not stated),.,2%,-4%,.,-4%,
Cc1nc(N2CCN(C(=O)c3ccco3)CC2)nc2c1C(=O)CC(C)C2 (configuration not stated),-2%,9%,6%,3.0%,1%,
CN=c1sc2ccccc2n1CC(O)COc1ccccc1 (configuration not stated),29%,3%,13%,3.3%,33%,
COc1ccc(S(=O)(=O)N(CC(=O)NN=C2CCN(C)CC2)c2cc(Cl)ccc2OC)cc1OC,1%,5%,7%,1.5%,-6%,
CCCCCN(C(=O)CCC(=O)OCC(=O)Nc1cccc(CC)c1)c1c(N)n(CCCC)c(=O)[nH]c1=O,0%,-4%,1%,1.7%,16%,
O=C(O)c1cnn(-c2ccccc2)c1C(F)(F)F,4%,-3%,-2%,0.1%,-10%,
O=C(CN1CCN(c2ccc(F)cc2)CC1)Nc1ccccc1[N+](=O)[O-],23%,3%,0%,1.9%,4%,
O=C(Nc1cccc(Cl)c1N1CCCC1)c1cccc(-c2cc3ccccc3oc2=O)c1,-4%,2%,?,i,62%,
O=C(C1CCCCC1)N1CCN(c2ncccn2)CC1,-2%,-16%,-8%,0.9%,-2%,
O=C(COc1ccc(Cl)cc1)NCc1nnc(SCC(=O)Nc2ccccc2)o1,-1%,-6%,-7%,i,17%,
COc1cccc2sc(N(CCCN(C)C)C(=O)c3ccc(S(=O)(=O)N4CCc5ccccc5C4)cc3)nc12,18%,-3%,3%,?,30%,
COCCn1c(C)nnc1SCC(=O)NNC(=O)c1ccc(Br)cc1,5%,.,.,i,.,
O=C(CCN1CCN(CC(=O)Nc2ccccc2Cl)CC1)Nc1ccccc1F,-24%,4%,-4%,i,15%,
O=C(COc1ccc(S(=O)(=O)N2CCOCC2)cc1)N1CCN(c2ccccc2)CC1,0%,-10%,-10%,2.2%,5%,
CN(Cc1cc2ccccc2[nH]c1=O)S(=O)(=O)c1ccccc1,-5%,-7%,6%,4.5%,5%,
O=C(c1ccc(S(=O)(=O)NCC2CCCO2)cc1)N1CCN(c2ccccc2F)CC1 (configuration not stated),-7%,4%,8%,4.8%,-29%,
Cc1c(C(=O)N2CC3(CC(c4cccc(NC(=O)CC(c5ccccc5)c5ccccc5)c4)=NO3)C[C@@H]2C(N)=O)cc([N+](=O)[O-])cc1[N+](=O)[O-] (some centres not stated),10%,-3%,3%,i,69%,inhibitors of VEEV 10K pilot screen=1.1
N#Cc1cn(OCc2ccccc2)c(=O)[nH]c1=O,13%,-8%,2%,1.1%,-21%,
O=C(Cn1cc(C(=O)c2cccs2)c2ccccc21)NCC1CCCO1 (configuration not stated),-3%,7%,1%,0.7%,0%,
O=C(NCCN1C(=O)S/C(=C\c2ccccc2F)C1=O)C1CCN(S(=O)(=O)c2cccs2)CC1,3%,4%,-4%,2.1%,81%,
CN(C)C(CNC(=O)c1ccc(NS(=O)(=O)c2cccc([N+](=O)[O-])c2)cc1)c1ccco1 (configuration not stated),2%,4%,-12%,2.0%,4%,
Cc1noc(C)c1CN1C(=O)NC2(CCCCCCC2)C1=O,5%,6%,-4%,0.3%,5%,
C=CCn1c(NCc2ccccc2)nc2ccccc21,14%,5%,-10%,1.2%,10%,
CN(C)CCOC(=O)C12CC3(C)CC(C)(CC(C)(C3)C1)C2,-5%,-4%,3%,i,-6%,
C[C@H](CO)N1C[C@H](C)[C@@H](CN(C)C(=O)Nc2ccc(C(F)(F)F)cc2)Oc2ccc(NC(=O)NC3CCCCC3)cc2C1=O,0%,.,0%,5.6%,37%,
Cc1c(NC(=O)COc2ccc(C(C)C)cc2)c(=O)n(-c2ccccc2)n1C,-9%,2%,-1%,1.7%,8%,
CC1(c2ccccc2)NC(=O)N(CC(=O)Nc2ccc(N3CCOCC3)cc2)C1=O (configuration not stated),8%,.,-4%,4.5%,-16%,
CC(=O)N1CCN(C(=O)c2ccc(NS(=O)(=O)c3ccc4[nH]c(=O)[nH]c4c3)cc2)CC1,-7%,-1%,-6%,1.1%,-7%,
Cc1ccc(S(=O)(=O)NCCC(=O)Nc2ccc(Cl)c(Cl)c2)cc1C,13%,1%,?,i,42%,
COc1ccccc1C(=O)NCCC(=O)Nc1ccc(OC(F)(F)F)cc1,-21%,20%,4%,1.5%,9%,
O=C(NC(=C(Cl)Cl)S(=O)(=O)c1ccc(Cl)cc1)c1ccccc1,-6%,31%,-3%,7.9%,17%,
CN(CC(=O)NCc1ccncc1)S(=O)(=O)c1cc(Cl)ccc1Cl,6%,8%,-3%,i,-6%,
Cc1c(NC(=O)C23CC4CC(CC(C)(C4)C2)C3)c(=O)n(-c2ccccc2)n1C,-6%,-3%,11%,0.8%,6%,
Cc1cc(C)cc(NC(=O)C2CCC(CNC(=O)[C@@H]3Cc4ccccc4CN3)CC2)c1 (some centres not stated),12%,1%,-1%,0.6%,26%,
COc1cc(NC(=O)CC(C)C)ccc1NC(=O)c1ccco1,-8%,-4%,-2%,1.2%,6%,
Fc1ccc(OCc2cc(-c3ccccc3)no2)cc1,-26%,-8%,1%,0.2%,49%,
O=C(CSc1nnc2ccc(-c3cccnc3)nn12)Nc1ccc(F)cc1,-1%,1%,2%,9.1%,-2%,
CCn1c(C)nc2cc(C(=O)N/N=C(\C)c3ccc(OC)cc3O)ccc21,2%,.,.,6.1%,.,
Cc1nc2sc(C(c3cccc(F)c3)N3CCC(C)CC3)c(O)n2n1 (configuration not stated),-21%,13%,-2%,2.1%,-2%,
Cc1ccc(S(=O)(=O)CCC(=O)Nc2nnc(-c3ccccc3S(C)(=O)=O)o2)cc1,-6%,4%,3%,1.4%,63%,
Nc1cccc(C(=O)Nc2ccccc2Cl)c1,0%,-6%,-17%,i,-4%,
O=C(O)Cc1csc(-c2ccc(F)cc2)n1,-2%,4%,-2%,1.1%,-8%,
COc1ccc(Cc2[nH]n3c(=O)cc(C(C)C)nc3c2-c2ccccc2)cc1,8%,1%,63%,1.5%,73%,
Cc1ccc2c(c1)N=C(c1ccc(Cl)cc1)CO2,10%,9%,-1%,0.7%,29%,

# Arranged by length of the SMILES (largest number first): 5 of the compounds above.
SMILES,influenza NS1A,Salmonella PhoP GFP,H37Rv inhibition,inhibitors of VEEV,M. tuberculosis,others
Cc1ccc(S(=O)(=O)CCC(=O)Nc2nnc(-c3ccccc3S(C)(=O)=O)o2)cc1,-6%,4%,3%,1.4%,63%,
COc1ccc(Cc2[nH]n3c(=O)cc(C(C)C)nc3c2-c2ccccc2)cc1,8%,1%,63%,1.5%,73%,
Cc1ccc2c(c1)N=C(c1ccc(Cl)cc1)CO2,10%,9%,-1%,0.7%,29%,
Fc1ccc(OCc2cc(-c3ccccc3)no2)cc1,-26%,-8%,1%,0.2%,49%,
O=C(O)Cc1csc(-c2ccc(F)cc2)n1,-2%,4%,-2%,1.1%,-8%,

# The results go on.
SMILES,influenza NS1A,Salmonella PhoP GFP,H37Rv inhibition,inhibitors of VEEV,M. tuberculosis,others
CCN(CC)CCNC(=O)Cc1c(C(=O)O)n(C)c2ccccc12,4%,9%,5%,0.3%,-13%,inhibitors of VEEV 10K pilot screen=0.8
COc1cccc(C2[C@H](C)C3(CCN2C)OCCO3)c1 (some centres not stated),0%,-10%,1%,0.1%,-8%,
O=C(NCc1ccc2c(c1)OCO2)c1cc([N+](=O)[O-])ccc1N1CCCCC1,0%,-5%,4%,8.9%,35%,
O=C(COC(=O)c1cccc(OC(F)F)c1)NC(=O)NC1CCCCC1,0%,9%,-3%,1.1%,5%,
CCC(=O)Nc1ccc(S(=O)(=O)Nc2c(NC)c3ccccc3oc2=O)cc1,-14%,2%,5%,1.2%,-5%,
COC(=O)c1ccc(Cn2nnc3c(=O)[nH]c(C4CCN(S(=O)(=O)c5ccc(F)cc5)CC4)nc32)cc1,-1%,-1%,?,4.1%,36%,
c1ccc2c(c1)SCc1nnc(-c3ccncc3)n1-2,-20%,1%,-1%,1.1%,-16%,
O=C(COc1ccc(F)cc1)Nc1ccc(-n2cnnn2)cc1,-1%,8%,-6%,0.5%,30%,
Cc1ccc(Cl)c(OCC(=O)Nc2cc(S(=O)(=O)N3CCOCC3)ccc2N2CCCC2)c1,4%,0%,-8%,7.7%,31%,
CC(C)(C)c1cc(N/C=C\c2nnnn2-c2ccc(Br)cc2)no1,5%,0%,-3%,1.3%,-8%,
O=C(Nc1ccc(N2CCOCC2)cc1N1CCOCC1)c1ccc(Cl)cc1,-3%,-10%,4%,1.8%,7%,
COC(=O)c1cn(NC(=O)C2CCCO2)c(=O)c2ccccc12 (configuration not stated),2%,-1%,8%,4.6%,13%,
Cc1ccc(NC2CCCN(C(=O)c3cc4ncccn4n3)C2)cc1C (configuration not stated),-5%,7%,2%,2.8%,12%,
O=C(Nc1ccccc1Cl)N1CCn2c(nc3ccccc32)C1,-3%,4%,-7%,3.7%,-2%,
Cc1cc(C)cc(NC(=O)C2CCCC2)c1,-12%,-4%,17%,i,18%,
C=CCNc1nnc(SC2CC(=O)N(c3ccc(OCCC)cc3)C2=O)s1 (configuration not stated),7%,-2%,12%,7.2%,?,
O=C(CCCSc1nc2ccccc2[nH]1)NCc1ccco1,-2%,-10%,-4%,3.1%,19%,
CNC(=S)NNC(=O)Cn1ccc(C)n1,4%,9%,4%,i,-2%,
Cc1ccc2c(c1)N(CC(=O)NCc1cccs1)C(=O)CO2,-5%,-3%,2%,i,2%,
CN[C@@H](C)C(=O)NC[C@H]1O[C@@H](n2cnc3c(N)ncnc32)[C@H](O)[C@@H]1O,-2%,.,.,i,.,
CCOC(=O)CCc1c(C)c(C#N)c2nc3ccccc3n2c1-n1cnc2ccccc21,-4%,-8%,-6%,4.8%,7%,
O=C(Nc1ccc(F)cc1)C1CCCN(C2=NS(=O)(=O)c3ccccc32)C1 (configuration not stated),-15%,.,-3%,2.5%,8%,
CCOc1cc(Br)cc(/C=N/NC(=O)c2cccnc2)c1O,16%,38%,-1%,13%,0%,
Cc1ccc(-c2noc(CSc3nnnn3C3CCCCC3)n2)cc1,-5%,-6%,-2%,2.9%,.,
Nc1nc(SCc2ccc(F)cc2)n[nH]1,-14%,-3%,2%,2.2%,-10%,
Cn1c(N)c(C(=O)COC(=O)c2ccc(Cl)c(S(=O)(=O)N3CCCCC3)c2)c(=O)n(C)c1=O,29%,11%,3%,0.7%,-19%,

# Random excerpt: 5 compounds from above.
SMILES,influenza NS1A,Salmonella PhoP GFP,H37Rv inhibition,inhibitors of VEEV,M. tuberculosis,others
Cn1c(N)c(C(=O)COC(=O)c2ccc(Cl)c(S(=O)(=O)N3CCCCC3)c2)c(=O)n(C)c1=O,29%,11%,3%,0.7%,-19%,
CCOC(=O)CCc1c(C)c(C#N)c2nc3ccccc3n2c1-n1cnc2ccccc21,-4%,-8%,-6%,4.8%,7%,
CCOc1cc(Br)cc(/C=N/NC(=O)c2cccnc2)c1O,16%,38%,-1%,13%,0%,
O=C(Nc1ccc(F)cc1)C1CCCN(C2=NS(=O)(=O)c3ccccc32)C1 (configuration not stated),-15%,.,-3%,2.5%,8%,
Nc1nc(SCc2ccc(F)cc2)n[nH]1,-14%,-3%,2%,2.2%,-10%,
